Assay outcomes: PubChem, National Center for Advancing Translational Sciences (NCATS)
BAZ2B block: blocks human BAZ2B; Q9UIF8; AlphaScreen BAZ2B-H3K14Ac peptide displacement; Potency, µM (highest dose often 114 µM), without a hit: at the highest dose activity change, negative = inhibition, most hits filed as inhibitors; hit rate 4.4% among 360,000; AID 504333; further: on the % scale 0 is the no-effect control and ±100 the full control effect; nearly all actives have a fitted effect of over 60% in size
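Protein-peptide AlphaScreen: BAZ2B 50 nM, b-H3K14Ac 50 nM, 1x PBS pH 7.4 + 0.01% Tween-20. Preincubation 30 min RT; cpd 30 min RT (top 110 uM); beads 20 min RT, light-protected.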
JMJD2A Tudor inh: blocks the human JMJD2A Tudor domain | hit rate 4.4% among 390,000 | AlphaScreen JMJD2A-Tudor / H3K4me3 peptide binding | Potency, µM (top dose mostly 114 µM), for inactives: at the top dose activity change, negative = inhibition, most hits filed as inhibitors | AID 504339; further: on the % scale 0 is the no-effect control and ±100 the full control effect; nearly all actives have a fitted effect of over 50% in size
APE1 inh: inhibitors of human APE1 endonuclease; recombinant APE1, TAMRA/BHQ-2 abasic DNA cleavage fluorescence; AID 2517; Potency, µM (doses to about 65.8 µM), for inactives: at the highest dose activity change, negative = inhibition, hits mostly inhibitors; hit rate 0.35% among 350,000; P27695;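 further: plate controls were vehicle for no effect and reference inhibitor for full effect; nearly all actives have a fitted effect of over 55% in size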
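Substrate: short duplex with […] THF abasic site, 5'-TAMRA and 3'-BHQ-2, 50 nM final. APE1 at 0.75 nM, preincubated 15 min RT with compound. Fluorescence increase from first to third read measured activity.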
G9a block: blocks human histone lysine methyltransferase G9a; Potency, µM (doses to about 102 µM), for the others: top-dose activity, negative = inhibition, actives largely listed as inhibitors; Q96KQ7; hit rate 8.8% among 350,000; G9a H3K9 monomethylation, AlphaScreen, 2 h; further: on the % scale 0 is the no-effect control and ±100 the full control effect; nearly all actives have a fitted effect of over 75% in size
Target sequence (Q96KQ7 913-1193 limits assumed): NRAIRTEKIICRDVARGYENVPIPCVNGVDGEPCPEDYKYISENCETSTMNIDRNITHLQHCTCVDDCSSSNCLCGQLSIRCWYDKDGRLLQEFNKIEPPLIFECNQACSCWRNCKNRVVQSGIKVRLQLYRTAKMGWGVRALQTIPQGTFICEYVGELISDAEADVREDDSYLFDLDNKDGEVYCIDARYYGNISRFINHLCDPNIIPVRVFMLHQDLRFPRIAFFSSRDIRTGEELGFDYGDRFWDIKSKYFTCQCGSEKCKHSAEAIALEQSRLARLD
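Readings reflect AlphaScreen signal from monomethyl-H3K9 antibody detection. HMT at 20 nM; substrate b-H3K9 500 nM; cofactor SAM 20 uM; 2 h RT reaction; compounds tested as titrations in qHTS with 15 min preincubation.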
POLH inh: inhibitors of human DNA polymerase eta; Q9Y253; recombinant Pol eta, fluorescent DNA replication assay; Potency, µM (titrated, usually from 114 µM), inactives show at the top dose activity change, negative = inhibition, hits mostly inhibitors; hit rate 1.2% among 390,000; AID 588591; further: on the % scale 0 is the no-effect control and ±100 the full control effect
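Fluorescent replication assay: 50 nM final substrate added after a 15 min room-temperature compound preincubation with 10 nM enzyme. Signal taken at 0 min and again at 10 min.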
POLI inh: inhibitors of human DNA polymerase iota | Q9UNA4 | Pol iota fluorescent replication assay, 10 min | Potency, µM (highest dose often 115 µM), inactives show at the top dose activity, negative = inhibition, hits mostly inhibitors | hit rate 1% among 390,000 | AID 588590
Target sequence (Q9UNA4 whole entry, looked up): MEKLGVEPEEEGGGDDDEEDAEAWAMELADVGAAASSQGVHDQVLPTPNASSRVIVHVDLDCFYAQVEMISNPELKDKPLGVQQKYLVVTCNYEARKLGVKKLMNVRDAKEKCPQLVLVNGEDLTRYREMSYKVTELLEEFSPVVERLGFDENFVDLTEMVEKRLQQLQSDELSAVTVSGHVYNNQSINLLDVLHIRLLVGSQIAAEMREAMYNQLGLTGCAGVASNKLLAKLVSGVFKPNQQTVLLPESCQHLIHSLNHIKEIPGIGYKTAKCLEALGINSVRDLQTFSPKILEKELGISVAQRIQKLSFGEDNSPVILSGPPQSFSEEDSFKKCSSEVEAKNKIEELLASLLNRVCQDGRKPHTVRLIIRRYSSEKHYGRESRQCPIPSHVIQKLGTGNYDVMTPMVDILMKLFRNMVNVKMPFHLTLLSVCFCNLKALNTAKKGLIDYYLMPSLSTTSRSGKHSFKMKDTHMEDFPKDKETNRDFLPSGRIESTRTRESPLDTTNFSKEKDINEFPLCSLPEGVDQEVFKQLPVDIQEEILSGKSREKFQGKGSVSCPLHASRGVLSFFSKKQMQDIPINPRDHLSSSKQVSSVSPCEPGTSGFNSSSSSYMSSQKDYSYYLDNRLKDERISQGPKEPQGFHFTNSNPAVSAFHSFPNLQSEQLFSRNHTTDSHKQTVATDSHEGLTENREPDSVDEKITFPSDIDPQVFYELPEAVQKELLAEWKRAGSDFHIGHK
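Pol iota at 10 nM preincubated 15 min with compounds at room temperature; reaction started with fluorescent substrate, 50 nM final. Fluorescence read kinetically at 0 and 10 min; buffer-only wells as negative control.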
BLM helicase inh: blocks DNA unwinding by human BLM helicase. P54132. recombinant BLM DNA unwinding, fluorescence dequenching. Potency, µM (highest dose often 56.1 µM), for the others: top-dose activity change, negative = inhibition, hits mostly inhibitors. hit rate 0.2% among 350,000;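 further: plate controls were vehicle for no effect and no enzyme for full effect; nearly all actives have a fitted effect of over 35% in size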
Pol kappa inh: blocks human DNA polymerase kappa activity; purified Pol kappa, fluorescent DNA synthesis assay, 10 min; hit rate 0.53% among 400,000; Q9UBT6; Potency, µM (series often up to 107 µM), for inactives: at the top dose activity, negative = inhibition, most hits filed as inhibitors; further: on the % scale 0 is the no-effect control and ±100 the full control effect
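Fluorescent qHTS in 1536-well format: enzyme (10 nM) and compound sat 15 min at room temperature before 50 nM substrate (final) was added. Signal taken at 0 and 10 min; no-enzyme buffer wells were negative controls.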
POLB inh: DNA polymerase beta (human) inhibition; Pol beta primer extension/strand displacement, fluorescence kinetic; Potency, µM (titrated, usually from 114 µM), for inactives: at the highest dose activity change, negative = inhibition, hits mostly inhibitors; hit rate 1.3% among 340,000; AID 485314; further: on the % scale 0 is the no-effect control and ±100 the full control effect
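Values derive from four-parameter Hill fits of normalized kinetic data: reads at 0 and 10 min following addition of 50 nM substrate to 10 nM Pol beta preincubated 15 min with compound.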
Starred values were filed as active, the others as inactive; & = joins results of further samples; ! = not confirmed by another sample; [ ] = remark or other dose. The call rests on the fitted dose curve; in most records, active means well fitted curve in the direction sought with a large enough effect; inconclusive means small, poorly fitted or top-dose-only effect, or another doubt; inactive means no such curve, though single readings can be large; an effect the other way counts as inactive or inconclusive. Potency means the concentration at half of the fitted maximal effect. A portion of the library; the hit share may differ from the screen's.

What do the screens show for `CCCn1c(C(Cc2ccccc2)NC(=O)COC)nc2ccccc21` (stereo unspecified)?
BAZ2B block: 8%; JMJD2A Tudor inh: -7%; APE1 inh: -3%; G9a block: 12%[59 µM]; POLH inh: -21%; POLI inh: 21%; BLM helicase inh: -4%; Pol kappa inh: 0%; POLB inh: 7%

How did CC1=C(C(=O)OC(C)C)C(c2coc3ccccc3c2=O)C2=C(CCCC2=O)N1 (stereo unspecified) do in these assays?
BAZ2B block: 4%; JMJD2A Tudor inh: -6%; APE1 inh: 4%; G9a block: -6%; POLH inh: -18%; POLI inh: 10%; BLM helicase inh: -4%; Pol kappa inh: 2%; POLB inh: -2%

Results for Brc1ccc(/C=N/Nc2ccc3ccccc3n2)cc1 ?
BAZ2B block: -7%; JMJD2A Tudor inh: -20%; APE1 inh: 8%; G9a block: 12%[0.0925 µM]; POLH inh: -11%; POLI inh: 23%; BLM helicase inh: -8%; Pol kappa inh: -13%; POLB inh: 6%

How did COc1cc(OC)c(NC(=O)c2oc3ccc4c(c3c2C)C(=O)CC(C)(C)O4)cc1Cl do in these assays?
BAZ2B block: -16%; JMJD2A Tudor inh: 3%; G9a block: 0%[59 µM]; POLH inh: -9%; POLI inh: 14%; BLM helicase inh: -4%; Pol kappa inh: -1%; POLB inh: 8%

How did Cc1c(Cl)cccc1NC(=O)CCCn1nc([N+](=O)[O-])cc1C do in these assays?
BAZ2B block: -8%; JMJD2A Tudor inh: -8%; APE1 inh: -3%; G9a block: -1%; POLH inh: 10%; POLI inh: 2%; BLM helicase inh: 0%; Pol kappa inh: 4%; POLB inh: 3%

How did CC(C)n1c(SCC(=O)c2ccc(F)cc2)nc2c(sc3ccccc32)c1=O do in these assays?
BAZ2B block: 0%; JMJD2A Tudor inh: inconclusive; G9a block: 11%[59 µM]; POLH inh: -8%; POLI inh: 6%; BLM helicase inh: 0%; Pol kappa inh: -5%[60.1 µM]; POLB inh: 1%

What do the screens show for `CCn1c(CNC(=O)c2cccs2)nnc1SCC(=O)Nc1cc(Cl)ccc1C`?
BAZ2B block: 0%; JMJD2A Tudor inh: -22%; APE1 inh: 10%; POLH inh: -1%; POLI inh: -4%; BLM helicase inh: 2%; Pol kappa inh: -9%; POLB inh: 19%

How did O=C1O[C@H]([C@@H](O)CO)C(O)=C1O do in these assays?
BAZ2B block: 1%; JMJD2A Tudor inh: -16%; APE1 inh: 33%&1%; G9a block: 13µM*!; POLH inh: -8%; POLI inh: 23%; BLM helicase inh: 2%; Pol kappa inh: 0%

Results for CCOC(=O)C1CCN(S(=O)(=O)c2nc3nc(C)cc(C)n3n2)CC1 ?
BAZ2B block: 1%; JMJD2A Tudor inh: -18%[11.4 µM]; APE1 inh: inconclusive; G9a block: 2%[12.7 µM]; POLH inh: 5%; POLI inh: 1%; BLM helicase inh: -2%; Pol kappa inh: -7%; POLB inh: 20%

How did COc1ccc2nc(NNC(=O)COc3ccccc3)sc2c1 do in these assays?
BAZ2B block: -12%; JMJD2A Tudor inh: -13%; APE1 inh: -1%; G9a block: inconclusive; POLH inh: -10%; POLI inh: 94%[activator]; BLM helicase inh: -2%; Pol kappa inh: -13%; POLB inh: 8%

Gathered by group: those above with a thiophene ring, fused or not (two)
How did CC(C)n1c(SCC(=O)c2ccc(F)cc2)nc2c(sc3ccccc32)c1=O do in these assays?
BAZ2B block: 0%; JMJD2A Tudor inh: inconclusive; G9a block: 11%[59 µM]; POLH inh: -8%; POLI inh: 6%; BLM helicase inh: 0%; Pol kappa inh: -5%[60.1 µM]; POLB inh: 1%

What do the screens show for `CCn1c(CNC(=O)c2cccs2)nnc1SCC(=O)Nc1cc(Cl)ccc1C`?
BAZ2B block: 0%; JMJD2A Tudor inh: -22%; APE1 inh: 10%; POLH inh: -1%; POLI inh: -4%; BLM helicase inh: 2%; Pol kappa inh: -9%; POLB inh: 19%

New compounds follow:
What do the screens show for `CC(NC(=O)CSc1n[nH]c(=O)n1C1CC1)C12CC3CC(CC(C3)C1)C2` (stereo unspecified)?
BAZ2B block: -1%; JMJD2A Tudor inh: -9%; APE1 inh: 1%; G9a block: -5%[12.7 µM]; POLH inh: -3%; POLI inh: 36%[activator]; BLM helicase inh: -1%; Pol kappa inh: -18%; POLB inh: 14%

How did CCCCCC(=O)NNC(=O)Nc1ccccc1 do in these assays?
BAZ2B block: 2%; JMJD2A Tudor inh: -5%; APE1 inh: 4%; G9a block: 35%[59 µM]; POLH inh: -14%; POLI inh: 3%; BLM helicase inh: 2%; Pol kappa inh: -15%; POLB inh: 2%

Results for COc1ccc(Cc2nnc(Nc3c(C)cccc3C)o2)cc1OC ?
BAZ2B block: -25%; JMJD2A Tudor inh: -5%; APE1 inh: 6%; G9a block: 7%; POLH inh: -14%; POLI inh: 6%; BLM helicase inh: -1%; Pol kappa inh: -12%; POLB inh: 1%

Results for O=C(N/N=C/c1cccs1)c1cccc2cc[nH]c12 ?
BAZ2B block: -4%[57.1 µM]; JMJD2A Tudor inh: -17%; APE1 inh: 5%; G9a block: -40%; POLH inh: -10%; POLI inh: -3%; BLM helicase inh: -8%; Pol kappa inh: -3%; POLB inh: inconclusive

Results for COCCNC(=O)C(c1cccs1)N(C(=O)Cn1nnc2ccccc21)c1cccc(C)c1 (stereo unspecified) ?
BAZ2B block: 19%; JMJD2A Tudor inh: -15%[11.4 µM]; APE1 inh: -1%; G9a block: 9%[59 µM]; POLH inh: -16%; POLI inh: inconclusive; BLM helicase inh: -5%; Pol kappa inh: 3%; POLB inh: -2%

What do the screens show for `O=S(=O)(NC1CC1)c1ccc(S(=O)(=O)N(Cc2ccccn2)C2CC2)cc1`?
BAZ2B block: -25%; JMJD2A Tudor inh: -2%; APE1 inh: 2%; G9a block: 71µM*; POLH inh: 7%; POLI inh: -11%; BLM helicase inh: -1%; Pol kappa inh: -10%; POLB inh: 1%

How did CCOc1cc(/C=N/N=C(/N)c2nonc2N)cc(Br)c1OCc1ccc(Cl)cc1 do in these assays?
BAZ2B block: inconclusive; JMJD2A Tudor inh: -15%; APE1 inh: 9%; G9a block: 18%; POLH inh: -6%; POLI inh: 1%; BLM helicase inh: -3%; Pol kappa inh: -7%; POLB inh: 22%

Results for CCN(CC)C(=O)c1ccccc1NC(=O)CN1C(=O)c2ccccc2C1=O ?
BAZ2B block: -10%; JMJD2A Tudor inh: -11%; APE1 inh: 5%; POLH inh: -18%; POLI inh: 117%[activator]; BLM helicase inh: 1%; Pol kappa inh: -1%; POLB inh: 16%

Results for C=CCn1c(COc2cc(C)ccc2C(C)C)nnc1SCC(=O)c1c(N)n(C)c(=O)n(C)c1=O ?
BAZ2B block: -22%; JMJD2A Tudor inh: -16%; APE1 inh: 3%; G9a block: -7%[59 µM]; POLH inh: -19%; POLI inh: 33%[activator]; BLM helicase inh: -22%; Pol kappa inh: -8%; POLB inh: -19%

What do the screens show for `CCCn1c(N/N=C(C)\C=C\c2ccccc2)nc2c1c(=O)[nH]c(=O)n2C`?
BAZ2B block: -21%; APE1 inh: -7%; G9a block: inconclusive; BLM helicase inh: -5%; POLB inh: -22%

Results for CSc1nc2ncnc(N)c2[nH]1 ?
BAZ2B block: -27%; JMJD2A Tudor inh: 79µM*; APE1 inh: -3%; G9a block: 45µM*; POLH inh: -15%; POLI inh: inconclusive; BLM helicase inh: 1%; Pol kappa inh: -15%; POLB inh: 1%

How did COc1ccc(NC(=O)CSc2nc(O)c(C/C=C/c3ccccc3)c(=O)[nH]2)cc1 do in these assays?
BAZ2B block: -16%; JMJD2A Tudor inh: -20%; G9a block: inconclusive; POLH inh: 2%; POLI inh: 18%; BLM helicase inh: 0%; Pol kappa inh: -15%; POLB inh: 2%

Results for O=C(O)C(Cc1cc(Cl)ccc1Cl)Sc1nc2ccccc2[nH]1 (stereo unspecified) ?
BAZ2B block: -3%; JMJD2A Tudor inh: -2%; APE1 inh: -1%; G9a block: -33%[59 µM]; POLH inh: -7%; POLI inh: 8%; BLM helicase inh: -6%; Pol kappa inh: 2%; POLB inh: 24%

Results for COc1ccccc1N1CCN(CCCNC(=O)c2cnn(-c3ccc(C)c(C)c3)c2C2CCN(C(=O)OC(C)(C)C)CC2)CC1 ?
BAZ2B block: inconclusive; JMJD2A Tudor inh: inconclusive; G9a block: inconclusive; POLH inh: -24%; POLI inh: 26%; BLM helicase inh: -1%; Pol kappa inh: -5%; POLB inh: 20%

How did O=C(Nc1ccc(F)cc1)c1cc(S(=O)(=O)N2CCOCC2)cs1 do in these assays?
BAZ2B block: -13%; JMJD2A Tudor inh: -14%; APE1 inh: -6%; G9a block: -5%; POLH inh: -13%; POLI inh: 27%; BLM helicase inh: 0%; Pol kappa inh: -11%; POLB inh: 0%

How did CC(=O)c1ccc(N2Cc3ccccc3/C2=N\C(=O)Nc2ccc(Cl)cc2)cc1 do in these assays?
BAZ2B block: 10%; JMJD2A Tudor inh: -5%; APE1 inh: -4%; G9a block: 5%[59 µM]; POLH inh: -13%; POLI inh: -20%; BLM helicase inh: 0%; Pol kappa inh: 1%; POLB inh: 14%

What do the screens show for `Cc1c(CNC2CCCC2)c(C(=O)O)c(C)n1Cc1ccccc1`?
BAZ2B block: -7%; JMJD2A Tudor inh: -24%; APE1 inh: -3%; G9a block: 24%[59 µM]; POLH inh: -4%; POLI inh: 7%; BLM helicase inh: 2%; Pol kappa inh: -9%; POLB inh: 2%

How did COc1ccc(CNC(=O)CS(=O)(=O)Cc2nc(-c3cccc(OC)c3)oc2C)cc1 do in these assays?
BAZ2B block: -13%; JMJD2A Tudor inh: -10%; APE1 inh: 35%; G9a block: 5%; POLH inh: 5%; POLI inh: 12%; BLM helicase inh: -2%; Pol kappa inh: -5%; POLB inh: 49%

Results for C=CC[n+]1c(-c2ccc(Cl)cc2Cl)csc1Nc1ccc(NC(C)=O)cc1 ?
BAZ2B block: 28µM*; JMJD2A Tudor inh: 28µM*; APE1 inh: -1%; G9a block: 40µM*; POLH inh: -14%; POLI inh: -25%; BLM helicase inh: -11%; Pol kappa inh: -14%; POLB inh: -26%

Results for CC(C)c1cc(=O)n2[nH]c(N)nc2n1 ?
BAZ2B block: -27%; JMJD2A Tudor inh: -46%; APE1 inh: 7%; G9a block: 79µM*; POLH inh: 5%; POLI inh: -29%; BLM helicase inh: -2%; Pol kappa inh: 2%; POLB inh: 3%
